PLCb3 inh – PLC-beta3 (human) inhibition, primary screen; Q01970; Purified PLC-beta3, fluorogenic substrate, fluorescence; inhibition, % at 12.2 µM; 370,000 compounds, 0.18% hits; AID 720704; in the data active = inhibition above about 11%;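 note: 0% = median of compound wells on plate and 100% = full blocker control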
DAX1 inh-1 – inhibitors of human orphan nuclear receptor DAX1 (NR0B1) | P51843 | HEK293 Gal4-DAX1 luciferase reporter, luminescence | inhibition, % at 6.75 µM | 340,000 compounds, 0.99% hits | AID 504766;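 active = inhibition above the mean over all tested compounds plus 3 SD, cut at about 4.2% in these data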;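 note: 0% = DAX1-transfected cells with DMSO and 100% = empty-vector control cells with DMSO; inhibition shows as a rise in luminescence from relieved DAX1 repression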
ADAM17 inh – inhibitors of human ADAM17. P78536. recombinant ADAM17, EDANS/DABCYL FRET peptide cleavage. inhibition, % at 6.95 µM. 370,000 compounds, 0.83% hits. AID 720648;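 active = inhibition above the mean of compounds lying between control limits plus 3 SD, set per campaign, cut at about 8.5% in these data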;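 note: 0% = DMSO-only wells as the low control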
hcDAF-12 act – activators of H. contortus DAF-12 nuclear receptor; AID 652067; 370,000 compounds, 1.4% hits; activation, % at 6.8 µM; HEK293 hcDAF-12 lit1-tk-luc reporter, luminescence; 0% DMSO, 100% Δ7-dafachronic acid;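 active = activation above the mean of all tested compounds plus 3 SD, cut at about 5.5% in these data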;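 note: 100% = response to 3 µM Δ7-dafachronic acid high control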
FXN GAA850 act – increases GAA850 frataxin promoter reporter activity. HEK293 lucGAA850 FXN promoter luciferase reporter, 24 h; percent of 10 µM SAHA response. activation, % at 6 µM. 360,000 compounds, 0.56% hits. AID 540364;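 active = activation above the average of all compounds screened plus 3 SD, cutoff fixed separately per campaign, cut at about 7.5% in these data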;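 note: 0% = DMSO wells and 100% = 10 µM SAHA wells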
ssDAF-12 act – S. stercoralis DAF-12 activation, primary screen; HEK293 ssDAF-12/GRIP1 lit1-tk-luc reporter, luminescence; % of 3 µM dafachronic acid response; activation, % at 6.8 µM; 370,000 compounds, 1% hits;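 active = activation above the mean over all tested compounds plus 3 SD, cut at about 0.9% in these data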;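 note: 0% = DMSO-only wells and 100% = 3 µM delta7-dafachronic acid wells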
sPLA2-III inh – Blocks human group III sPLA2 activity | Q9NZ20 | QFRET BODIPY PC-A2 liposome hydrolysis, fluorescence | inhibition, % at 12.2 µM | 370,000 compounds, 0.56% hits | AID 743126;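 active = inhibition above mean plus 3 SD of compounds lying within the high and low control bounds, cut at about 19% in these data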;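 note: 0% = median of test compound wells and 100% = no enzyme DMSO wells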
ADAM10 inh – ADAM10 inhibition, QFRET primary screen; O14672; recombinant ADAM10, EDANS/DABCYL FRET peptide cleavage, 3 h; inhibition, % at 7 µM; 370,000 compounds, 0.62% hits;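 active = inhibition above a per-campaign cutoff equal to the mean of compounds falling between control-based bounds plus 3 SD, cut at about 20% in these data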;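 note: 0% = DMSO wells while the 100% control is not disclosed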
PLC-gamma1 inh – blocks human PLC-gamma1 enzyme activity. inhibition, % at 12.2 µM. purified PLC-gamma1, fluorogenic substrate, fluorescence. 370,000 compounds, 0.84% hits. AID 720700. P19174; in the data active = inhibition above about 9.5%
Target sequence (P19174 whole entry, looked up): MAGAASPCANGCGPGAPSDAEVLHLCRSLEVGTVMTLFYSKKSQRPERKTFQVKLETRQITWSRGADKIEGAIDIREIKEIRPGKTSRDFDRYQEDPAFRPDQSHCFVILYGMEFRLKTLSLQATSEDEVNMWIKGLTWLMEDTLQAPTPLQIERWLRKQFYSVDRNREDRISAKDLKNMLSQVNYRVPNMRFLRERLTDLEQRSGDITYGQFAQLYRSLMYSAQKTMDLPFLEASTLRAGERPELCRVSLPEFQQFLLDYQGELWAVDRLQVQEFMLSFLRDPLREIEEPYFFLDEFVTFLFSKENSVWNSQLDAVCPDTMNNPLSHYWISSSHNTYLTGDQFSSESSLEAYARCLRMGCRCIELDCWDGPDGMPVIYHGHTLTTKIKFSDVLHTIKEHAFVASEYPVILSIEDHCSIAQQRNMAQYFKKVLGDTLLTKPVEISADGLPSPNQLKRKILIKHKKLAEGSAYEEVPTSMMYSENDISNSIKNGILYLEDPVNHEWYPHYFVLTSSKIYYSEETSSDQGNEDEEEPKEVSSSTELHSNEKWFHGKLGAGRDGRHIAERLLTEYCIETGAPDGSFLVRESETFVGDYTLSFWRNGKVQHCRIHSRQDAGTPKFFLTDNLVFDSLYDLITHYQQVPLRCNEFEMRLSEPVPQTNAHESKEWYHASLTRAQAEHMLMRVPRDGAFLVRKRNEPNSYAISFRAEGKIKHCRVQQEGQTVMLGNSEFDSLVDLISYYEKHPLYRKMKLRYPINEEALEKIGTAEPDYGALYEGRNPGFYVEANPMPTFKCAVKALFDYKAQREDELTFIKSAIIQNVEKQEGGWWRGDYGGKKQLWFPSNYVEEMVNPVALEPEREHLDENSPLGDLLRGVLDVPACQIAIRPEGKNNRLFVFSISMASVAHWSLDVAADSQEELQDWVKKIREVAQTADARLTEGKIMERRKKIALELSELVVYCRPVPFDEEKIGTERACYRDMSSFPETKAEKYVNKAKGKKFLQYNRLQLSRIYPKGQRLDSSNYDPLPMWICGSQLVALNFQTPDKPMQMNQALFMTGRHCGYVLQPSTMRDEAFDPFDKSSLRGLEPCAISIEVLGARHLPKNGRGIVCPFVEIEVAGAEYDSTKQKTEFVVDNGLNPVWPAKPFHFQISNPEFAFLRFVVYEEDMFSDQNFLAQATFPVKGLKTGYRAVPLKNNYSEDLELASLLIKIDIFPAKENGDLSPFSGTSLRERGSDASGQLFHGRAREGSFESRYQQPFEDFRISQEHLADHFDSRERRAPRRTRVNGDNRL
hgDAF12 agonist – hgDAF-12 agonism, primary luciferase screen; HEK293 GAL4-hgDAF12 UAS-luciferase reporter, agonist luminescence; normalized to butyrate control; activation, % at 6.8 µM; 370,000 compounds, 1.8% hits; AID 687014;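 active = activation above a cutoff set at the mean of all screened compounds plus 3 SD, cut at about 10% in these data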;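 note: 0% = DMSO wells and 100% = sodium butyrate wells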
DAX1 inh-2 – DAX1 (NR0B1) inhibition, primary screen. HEK293T StAR-luciferase reporter, SF-1/DAX-1 repression relief. inhibition, % at 6.8 µM. 370,000 compounds, 1.1% hits. AID 652010;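 active = inhibition above the mean over all tested compounds plus 3 SD, cut at about 3.6% in these data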;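 note: 0% = DAX-1 cells with DMSO and 100% = cells lacking DAX-1 with DMSO; higher inhibition means more luminescence from relief of DAX-1 repression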
Active calls of the source: *; . = not tested or not shown. This is a random part of the collection; any-hit rate near 6.9%.

Sequence of screens – PLCb3 inh	DAX1 inh-1	ADAM17 inh	hcDAF-12 act	FXN GAA850 act	ssDAF-12 act	sPLA2-III inh	ADAM10 inh	PLC-gamma1 inh	hgDAF12 agonist	DAX1 inh-2
COc1ccc(-c2c(C#N)c(N)nc3c2CCC3)cc1
  -105.3	-1.3	-114.7	-0.3	1.7	-1.6	-3.7	-367.4	-96.1	0.3	-0.4
COc1ccccc1N1CCN(C(=O)c2ccc(-c3ccccc3)cc2)CC1
  -2.6	-1.5	5.1	0.8	0.6	-1.1	-5.8	-348.2	1.7	-2.9	0.3
CC1C2CCC(C2)C1OC(=O)c1ccccc1C(=O)O (configuration not stated)
  3.6	0.2	-1.0	-1.7	1.6	-1.3	-0.5	-1.4	-0.4	-0.4	0.4
Cc1ccc(NC(=O)CCCSc2nc3ccccc3[nH]2)cc1
  1.2	-1.4	0.7	-1.4	3.4	-1.4	-8.3	-2.1	0.6	-4.5	0.0
CCCS(=O)(=O)NC(=O)C1(C)CCCN(C(=O)COc2ccccc2)C1 (configuration not stated)
  9.0	.	-3.8	0.2	-3.2	-1.2	2.6	-19.5	0.2	-2.5	-0.4
CC1C=CCC2C(=O)N(c3cccc(C(=O)N4CCCCCC4)c3)C(=O)C12 (configuration not stated)
  -10.0	1.6	-1.1	-0.9	-0.7	-1.3	2.2	0.3	-8.4	-2.1	-0.2
CCCCS(=O)(=O)/C=C/[C@H]1[C@H](S(=O)(=O)CCCC)[C@H]2C=C[C@@H]1C2
  -3.9	-1.1	-8.6	-0.2	0.3	-0.7	3.1	-7.4	0.5	1.4	-0.2
CCC(CC)C(=O)Nc1c2c(nn1-c1ccc(OC)cc1)CS(=O)C2 (configuration not stated)
  5.7	0.9	8.7*	-1.7	0.0	-1.0	13.9	8.1	11.9*	-1.2	0.1
Cc1cc(C(=O)CCC(=O)N2CCN(S(=O)(=O)c3cccs3)CC2)c(C)s1
  -3.0	-1.4	4.3	-1.0	-0.6	-1.5	1.5	9.7	4.0	-1.4	-0.8
CN(CC(=O)Nc1ncn[nH]1)S(=O)(=O)c1ccc(Br)cc1
  -8.5	0.3	-2.8	-0.2	0.8	-1.0	-0.3	-4.1	-1.7	-2.7	1.6
COc1ccc(C)cc1NC(=O)c1cc(C2CC2)nc2c1c(C)nn2C1CCS(=O)(=O)C1 (configuration not stated)
  -13.5	-1.6	-0.9	-0.3	-1.3	-0.3	7.3	-23.6	2.5	0.0	-1.8
Cc1oc(-c2cccc(C(F)(F)F)c2)nc1CN1CCOCC1
  -1.2	0.0	-4.2	-0.3	0.3	-1.7	4.4	-0.9	1.6	-2.0	-0.8
COC(=O)CSc1cc(C)nc(SC)n1
  2.2	-1.3	-0.8	-0.9	1.2	-1.2	1.8	-0.9	0.5	-0.4	-0.3
COC(=O)C1CN(CCc2ccccc2)CCS(=O)(=O)N1Cc1cccc(Cl)c1 (configuration not stated)
  -2.1	.	1.1	-1.5	.	-0.4	0.8	2.5	0.9	-0.5	-1.7
CCn1c(=O)cc(SCC(=O)NCCCN2CCN(c3ccc(F)cc3)CC2)c2ccccc21
  0.1	-0.4	-3.8	-1.7	-4.6	-1.0	-7.9	-11.4	-1.4	-2.9	-0.7
Cc1ccc(SC(C)C(=O)N2CCCC2)cc1 (configuration not stated)
  -0.8	0.3	-2.0	-0.8	0.5	-1.4	-1.3	-2.0	1.2	0.8	0.4
O=C1c2c(O)cc(O)cc2O[C@H](c2ccc(O)c(O)c2)[C@H]1O
  -0.1	1.1	4.2	-2.8	-0.6	-0.9	0.8	5.6	0.9	-0.1	-0.1
CCC(C)(C)n1nnnc1C(c1ccc(C)cc1)N1CCN(Cc2ccc3c(c2)OCO3)CC1 (configuration not stated)
  5.1	2.7	1.6	-1.4	-4.2	-0.7	-6.0	-5.0	1.5	1.0	0.0
O=[N+]([O-])c1ccc(Oc2cccnc2)c([N+](=O)[O-])c1
  4.7	-0.1	-6.3	-1.7	-1.6	-0.6	2.9	-8.9	3.2	2.1	0.5
CCCOP(=O)(c1ccc(N(C)C)cc1)C(O)c1cc(OC)c(OC)c(OC)c1 (configuration not stated)
  -1.4	1.6	-3.9	0.1	1.0	-1.4	-5.3	-0.1	-4.0	0.0	0.1

Next part:
Sequence of screens – PLCb3 inh	DAX1 inh-1	ADAM17 inh	hcDAF-12 act	FXN GAA850 act	ssDAF-12 act	sPLA2-III inh	ADAM10 inh	PLC-gamma1 inh	hgDAF12 agonist	DAX1 inh-2
CCc1noc(C)c1C(=O)OCC(=O)N(CCOC)c1c(N)n(Cc2ccccc2)c(=O)[nH]c1=O
  -3.8	1.9	-7.1	-1.4	1.7	-1.1	1.2	-2.5	2.2	0.6	0.9
Cc1cc([N+](=O)[O-])ccc1NC1CCCC1
  4.7	0.4	1.8	-4.4	1.3	-1.3	1.8	0.1	1.4	-2.7	-2.3
O=c1oc(-c2ccccc2Br)nc2ccccc12
  -9.2	-0.8	-2.1	0.3	3.3	-1.2	0.0	-5.4	-3.0	0.7	-0.2
COc1ccc(/C=C/C(=O)Nc2cc(S(=O)(=O)N3CCOCC3)ccc2C)cc1OC
  -17.1	-1.4	-8.9	-2.4	2.5	-1.8	2.0	-11.7	-9.3	-1.9	-0.8
O=C(CN1C(=O)c2ccccc2S1(=O)=O)c1ccccc1Cl
  -4.2	-3.6	3.3	-5.4	-11.0	-2.2	-12.6	14.7	-1.3	-10.2	-7.7
CCCNC(=O)c1ccc(Cn2cc(C(F)(F)F)ccc2=O)cc1
  -4.3	-0.6	-5.3	0.3	5.3	-1.4	6.4	-14.1	8.7	0.5	-0.1
O=C(c1ccncc1F)N1CCC(n2nnc3ncccc32)CC1
  3.7	.	3.8	-0.5	.	-0.4	2.4	2.4	1.9	0.3	-0.1
Cc1cc(NC(=O)COc2coc(CN3CCN(c4ccc(F)cc4)CC3)cc2=O)no1
  -2.6	-0.2	-2.1	-1.8	0.8	-0.9	5.0	3.1	3.6	0.7	-0.7
CCC1=C(NCc2ccccc2)COC1=O
  -1.2	4.3*	-2.4	0.7	2.6	-1.6	0.0	-11.5	-1.9	-1.5	0.8
CCOc1ccccc1N(C)C(=O)c1cc2c(=O)n(CC)c3ccccc3c2s1
  -8.8	-1.4	3.8	-2.7	2.0	-1.7	-12.8	12.6	1.3	-2.9	-0.6
COc1ccccc1/C=C1\SC(=S)N(NS(=O)(=O)c2ccccc2)C1=O
  -5.2	0.3	3.3	2.7	1.1	-0.7	-13.0	7.0	0.0	-1.8	0.1
O=C(CCC(=O)Nc1ccccc1)N/N=C/c1ccc2c(c1)OCO2
  0.9	0.8	-2.8	0.9	2.0	-1.0	-12.2	-5.2	3.9	5.2	-0.4
COc1ccc(/C=N/OC(=O)Nc2ccc(Cl)cc2)c(OC)c1
  -1.7	0.7	2.3	1.1	1.1	-0.7	-7.1	1.6	2.0	0.5	0.8
COc1ccc2oc(-c3ccc(NC(=O)c4ccc(N5CCOCC5)c([N+](=O)[O-])c4)cc3)nc2c1
  -0.6	-0.9	-3.1	4.2	-0.4	-0.8	2.4	-1.7	-0.7	2.8	0.3
CCc1cc2c(SCC(=O)NC3CC3)ncnc2s1
  1.4	1.9	-1.9	0.2	1.4	-0.7	-4.5	3.3	-0.5	1.7	-1.6
COc1ccc(CN(CC(=O)NCc2ccco2)C(=O)CNS(=O)(=O)c2ccc(C)cc2)cc1
  -3.6	-1.4	1.0	-1.1	0.5	-1.4	-11.7	-7.9	-2.2	-1.6	-0.7

2 compounds from above with just hgDAF12 agonist and ADAM10 inh.
| compound | hgDAF12 agonist | ADAM10 inh |
| --- | --- | --- |
| COc1ccc(CN(CC(=O)NCc2ccco2)C(=O)CNS(=O)(=O)c2ccc(C)cc2)cc1 | -1.6 | -7.9 |
| CCc1noc(C)c1C(=O)OCC(=O)N(CCOC)c1c(N)n(Cc2ccccc2)c(=O)[nH]c1=O | 0.6 | -2.5 |

Shown as comma-separated lines: entries from further up.
mol,PLCb3 inh,DAX1 inh-1,ADAM17 inh,hcDAF-12 act,FXN GAA850 act,ssDAF-12 act,sPLA2-III inh,ADAM10 inh,PLC-gamma1 inh,hgDAF12 agonist,DAX1 inh-2
CCc1noc(C)c1C(=O)OCC(=O)N(CCOC)c1c(N)n(Cc2ccccc2)c(=O)[nH]c1=O,-3.8,1.9,-7.1,-1.4,1.7,-1.1,1.2,-2.5,2.2,0.6,0.9
Cc1cc([N+](=O)[O-])ccc1NC1CCCC1,4.7,0.4,1.8,-4.4,1.3,-1.3,1.8,0.1,1.4,-2.7,-2.3
O=c1oc(-c2ccccc2Br)nc2ccccc12,-9.2,-0.8,-2.1,0.3,3.3,-1.2,0.0,-5.4,-3.0,0.7,-0.2
COc1ccc(/C=C/C(=O)Nc2cc(S(=O)(=O)N3CCOCC3)ccc2C)cc1OC,-17.1,-1.4,-8.9,-2.4,2.5,-1.8,2.0,-11.7,-9.3,-1.9,-0.8
O=C(CN1C(=O)c2ccccc2S1(=O)=O)c1ccccc1Cl,-4.2,-3.6,3.3,-5.4,-11.0,-2.2,-12.6,14.7,-1.3,-10.2,-7.7
CCCNC(=O)c1ccc(Cn2cc(C(F)(F)F)ccc2=O)cc1,-4.3,-0.6,-5.3,0.3,5.3,-1.4,6.4,-14.1,8.7,0.5,-0.1
O=C(c1ccncc1F)N1CCC(n2nnc3ncccc32)CC1,3.7,.,3.8,-0.5,.,-0.4,2.4,2.4,1.9,0.3,-0.1
Cc1cc(NC(=O)COc2coc(CN3CCN(c4ccc(F)cc4)CC3)cc2=O)no1,-2.6,-0.2,-2.1,-1.8,0.8,-0.9,5.0,3.1,3.6,0.7,-0.7
